GPR151 activ: activators of human GPR151 | Q8TDV0 | PathHunter beta-arrestin GPR151 cells, luminescence | activation, % at 11.2 µM | actives 1% (n = 650,000) | AID 1508602; in the data active = activation above about 4.9%;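 also: 0% = median of compound wells and 100% = cells with positive control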
Target sequence (Q8TDV0 whole entry, looked up): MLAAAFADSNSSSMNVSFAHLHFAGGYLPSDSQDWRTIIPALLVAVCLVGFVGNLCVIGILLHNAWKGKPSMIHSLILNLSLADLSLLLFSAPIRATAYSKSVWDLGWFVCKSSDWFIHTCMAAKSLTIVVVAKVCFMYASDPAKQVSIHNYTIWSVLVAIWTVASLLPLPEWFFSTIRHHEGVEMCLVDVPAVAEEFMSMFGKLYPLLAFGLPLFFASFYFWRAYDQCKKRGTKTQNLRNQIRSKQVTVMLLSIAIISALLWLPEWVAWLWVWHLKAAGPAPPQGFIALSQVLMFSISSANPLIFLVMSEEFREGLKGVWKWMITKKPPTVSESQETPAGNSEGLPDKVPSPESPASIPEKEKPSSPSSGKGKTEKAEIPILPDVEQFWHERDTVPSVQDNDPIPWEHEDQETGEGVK
TEAD-YAP inh: TEAD-YAP interaction inhibition; inhibition, % at 9.12 µM; actives 1.4% (n = 640,000); HEK-TIYL cells, TEAD-Gal4/YAP UAS-luciferase luminescence; in the data active = inhibition above about 32%;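 also: 0% = median of test compound wells and 100% = reference inhibitor wells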
MITF primary: blocks human microphthalmia-associated transcription factor. actives 0.91% (n = 650,000). inhibition, % at 2.6 µM. AlphaScreen MITF homodimerization, bead proximity signal. O75030; in the data active = inhibition above about 50%;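 also: 0% = vehicle wells with protein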
Target sequence (O75030 whole entry, looked up): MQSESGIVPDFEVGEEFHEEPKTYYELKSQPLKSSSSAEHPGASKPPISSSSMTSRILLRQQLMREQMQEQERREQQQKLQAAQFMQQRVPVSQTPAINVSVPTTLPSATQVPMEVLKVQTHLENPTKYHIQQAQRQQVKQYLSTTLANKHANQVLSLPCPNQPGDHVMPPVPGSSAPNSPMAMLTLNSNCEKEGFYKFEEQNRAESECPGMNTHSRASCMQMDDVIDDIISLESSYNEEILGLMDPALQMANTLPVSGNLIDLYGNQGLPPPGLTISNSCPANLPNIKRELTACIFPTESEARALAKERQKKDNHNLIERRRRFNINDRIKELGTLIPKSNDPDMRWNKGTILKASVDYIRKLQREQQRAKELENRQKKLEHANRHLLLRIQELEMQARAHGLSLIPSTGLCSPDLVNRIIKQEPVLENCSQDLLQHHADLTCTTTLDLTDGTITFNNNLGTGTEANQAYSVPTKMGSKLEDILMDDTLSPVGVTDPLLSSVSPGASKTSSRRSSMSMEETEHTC
FBW7 activator: activators of human E3 ligase FBW7; Q969H0; AlphaScreen FBW7–phospho-cyclin E peptide binding, activator screen; normalized activity (activation), % at 26.1 µM; actives 0.13% (n = 650,000); AID 1259310; in the data active = normalized activity above about 1.9%;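 also: purified mutant Fbw7 with reduced substrate affinity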
Numbers without * were called inactive; . = not tested or not shown; & = joins results of further samples.

Under each structure: GPR151 activ	TEAD-YAP inh	MITF primary	FBW7 activator
CCCCN(C)C(=O)CSc1nc(NCc2ccc(Cl)cc2)c2ccccc2n1
    1.0	0	4	-0.1
Cc1ccc(-c2ccc(OCc3ccccn3)nc2)cc1
    -0.8	-41	16	-0.1
O=C(NCCOc1ccccc1)c1ccc2nc(NC3CCC(O)CC3)sc2c1 (centres undefined)
    -0.4	-33	18	0.0
O=C(O)c1cc(=O)c2ccc(Cl)cc2[nH]1
    -1.0&0.6	-4	-4&7	0.1&-0.1
CCOC(=O)c1cc(-c2ccccc2)sc1NC(=O)CCN1CCC(C)CC1
    -1.3	-11	5	0.1
N#CCc1ccc(NC(=O)c2cc(Cl)cc(Br)c2O)cc1
    -4.9	-7	1	0.3
Cc1cc(N2CCCCC2)nc2ccc(NC(=O)c3ccc(Cl)c([N+](=O)[O-])c3)cc12
    -0.2	9	2	-0.1
Oc1c(Cl)cc(Cl)cc1CNn1cnnc1
    -0.6	3	9	0.8
CC(=O)OC(CC(=O)O)C[N+](C)(C)C (centres undefined)
    -1.0	.	2	0.0
CN1CCN(C(=O)c2ccc(-c3nc(NCCCN4CCCC4=O)c4ncn(-c5ccccc5)c4n3)cc2)CC1
    -0.6	18	-7	0.1

The final 4 compounds of the part before come first, to join the parts:
Under each structure: GPR151 activ	TEAD-YAP inh	MITF primary	FBW7 activator
Cc1cc(N2CCCCC2)nc2ccc(NC(=O)c3ccc(Cl)c([N+](=O)[O-])c3)cc12
    -0.2	9	2	-0.1
Oc1c(Cl)cc(Cl)cc1CNn1cnnc1
    -0.6	3	9	0.8
CC(=O)OC(CC(=O)O)C[N+](C)(C)C (centres undefined)
    -1.0	.	2	0.0
CN1CCN(C(=O)c2ccc(-c3nc(NCCCN4CCCC4=O)c4ncn(-c5ccccc5)c4n3)cc2)CC1
    -0.6	18	-7	0.1
COc1ccc2c(c1)OC(C)CN(CC(=O)NCCc1ccc(S(N)(=O)=O)cc1)C2 (centres undefined)
    -0.9	-2	8	0.1
CCOC(=O)C1=C(C)N=c2s/c(=C\c3ccc(-c4ccc(C(=O)O)cc4)o3)c(=O)n2C1c1ccc(C(C)C)cc1 (centres undefined)
    3.3	15	1	0.1
Nc1nc(Nc2nccc3ccccc23)nc2c1ncn2C1CCCCC1
    1.3	-16	-6	0.0
CCCC1CCC(C(=O)Nc2cc3ccccc3oc2=O)CC1 (centres undefined)
    -0.1	24	-13	-0.1
O=c1[nH]c(Cn2nnc(-c3ccc(Cl)cc3)n2)nc2c1nnn2Cc1ccc(F)cc1
    -0.9	-2	3	0.0
CCOc1ccc(-c2cc(C(=O)N3CCCCC3)[nH]n2)cc1
    -2.1	-52	-4	-0.1
Cc1ccccc1OCCCOc1ccc(/C=C2/C(=N)N3C=CSC3=NC2=O)cc1
    -0.7	-24	-8	0.1
CC(C)CN(CC(C)C)c1nc(-c2ccccc2)nc2ccccc12
    1.6	1	11	-0.1
Cc1n(Cc2ccccc2F)cc[n+]1C
    1.4	2	5	0.0
COc1ccc(C2(C#N)CCc3c([nH]c4ccccc34)C2)cc1OC (centres undefined)
    1.7	-16	1	-0.2
Cc1ccc(S(=O)(=O)N2N=C(c3ccccc3)CC2c2ccc(Cl)cc2)cc1 (centres undefined)
    -1.7	-5	-10	0.0
Nc1nc(SCC(=O)Nc2ccccc2Br)n[nH]1
    -0.9	2	2	-0.1
O=C(O)CSc1nnc(NC(=O)c2cccc(OC(F)(F)F)c2)s1
    -1.4	-4	8	0.1
COc1ccc(C2c3c(-c4ccc(C)cc4)n[nH]c3C(=O)N2c2ccc(F)cc2)c(OC)c1 (centres undefined)
    1.5	-3	-1	0.1
Cc1ccc(F)c(CN2CCN3C(=O)[C@H](Cc4ccc(O)cc4)NC(=O)[C@H]3C2)c1
    -1.1	-2	4	0.1
COc1ccc(-c2cc(F)cc3c2OC(CNC(=O)C2(C)CC2)C3)nn1 (centres undefined)
    0.2	6	0	-0.3
COc1cc(Br)cc(/C=C2/SC(=S)N(CC(=O)O)C2=O)c1O
    0.3	2	16	0.0
CC(=O)N1CCC(C(=O)Nc2nc3ccc(Cl)cc3s2)CC1
    0.1	16	9	-0.3
Cc1cc(/C=C2/C(=O)NC(=S)N(c3ccc(F)cc3)C2=O)c(C)n1C
    4.4	9	-4	-0.3
Cc1nnc2c3c4c(sc3n3c(C)nnc3n12)CCCCC4
    -0.2	12	5	-0.1
Cc1ccc(OCC(=O)O/N=C(\N)c2ccc([N+](=O)[O-])cc2)cc1
    -1.4	9	15	0.7
CSc1cccc(NC(=O)c2cc3c(ccc4ccccc43)o2)c1
    1.1	-47	-13	-0.1
COc1ccc(OC)c2sc(NC(=O)CSc3ccc(F)cc3)nc12
    -1.0	-2	-3	0.1
Cc1ccnc(N2CCCC(C(=O)NC3CCCCC3C)C2)n1 (centres undefined)
    -1.2	-8	-9	0.0
Cc1cc(C)cc(NC(=O)C2CC23CCN(Cc2cnn(C)c2)CC3)c1 (centres undefined)
    -1.1	8	1	0.4
COc1ccc(C(=O)Nc2ccc(OC)c(N3CCCCC3=O)c2)cc1
    -0.3	11	-1	0.2
Oc1sc(-c2ccccc2)cc1C=Nc1ccccc1Cl
    -1.7	-12	22	0.5
Cc1ccc(/C=C2\N=C(c3cc(Cl)ccc3Cl)OC2=O)o1
    0.9	-18	21	0.0
CCOC(=O)C1=C(C)N=c2s/c(=C\c3ccc(O)cc3)c(=O)n2C1c1ccc(OC)c(OCC)c1 (centres undefined)
    0.2	8	10	-0.2
COC(=O)C/C=C/[C@@H](C)[C@@H](/C=N/OC[C@H]1O[C@H](c2ccccc2)C=C[C@@H]1Oc1ccc(OC)cc1)NS(=O)(=O)c1ccc(C)cc1
    -1.5	.	2	0.0
O=C(NC(C(=O)Nc1ccc2c(c1)OCCO2)c1ccccc1)c1ccccn1 (centres undefined)
    3.3	-23	10	0.6
O=C(NCC1CCCO1)c1c[nH]c2ccc(S(=O)(=O)N3CCC4(CC3)OCCO4)cc2c1=O (centres undefined)
    2.9	-18	-4	0.1
Cc1ccccc1-n1c(=S)sc2c(=O)n(-c3ccccc3F)c(SCC(=O)N3CCC(C)CC3)nc21
    -1.1	1	3	-0.2
COc1ccc(CNC(=O)CO/N=C(\N)c2ccccc2C)cc1OC
    -0.9	0	17	0.8
COC(c1ccccc1)c1nnc(CCC(=O)N(C)Cc2ccc3nsnc3c2)o1 (centres undefined)
    -1.1	-4	6	-0.1
CCOc1ccccc1N1CCN(Cc2ccsc2)CC1
    0.6	-1	40	0.0
Brc1ccc2ncnc(NCCCN3CCOCC3)c2c1
    4.5	13	5	0.1
CC(=O)N(C)c1c(C)n(C)n(-c2ccccc2)c1=O
    0.0	-8	-10	-0.2
CCOc1cc(C(=O)Nc2ccc3c(c2)C(=O)NC3=O)cc(OCC)c1OCC
    -0.7	-4	2	0.2
COc1ccc(NC(=O)CSc2nc3cc(OC)c(OC)cc3c(=O)n2Cc2ccco2)cc1
    -0.3	-7	-6	0.0
Cc1cc(C)nc(NC(=O)NS(=O)(=O)Nc2ccccc2Cl)n1
    -1.7	-10	2	0.2
O=C(NCc1nc2ccccc2[nH]1)c1cccc(N2CCN(c3ccccn3)CC2)n1
    0.9	11	6	-0.1
Cc1ccc(C(=O)N2CCN3C(=O)[C@@H]([C@H](C)O)NC(=O)[C@H]3C2)cc1
    -0.7	-7	11	0.0
COc1ccc([N+](=O)[O-])cc1N(CC(=O)Nc1cccc(C(F)(F)F)c1)S(C)(=O)=O
    0.8	2	-16	-0.1
O=C(Nc1ccccc1C(=O)Nc1cccc2ccccc12)c1ccncc1
    -1.1	5	3	0.2
COc1ccccc1NC(=O)Cn1c(C)cc(=O)c2ccccc21
    -0.8	64*	-2	-0.3
O=C(CNC(=S)N(Cc1ccc(F)cc1)C1CCCCC1)NCCc1ccccc1Cl
    1.0	3	-2	0.0
CCOc1ccc(S(=O)(=O)Nc2cccc3c([N+](=O)[O-])cccc23)cc1
    -0.2	1	-5	0.0
COc1ccccc1Oc1nc2ccccn2c(=O)c1/C=C(\C#N)C(N)=O
    -8.2	-17	12	0.4
CC(=O)Oc1ccc(/C(C)=N\NC(=O)c2ccoc2C)cc1
    -8.1	-7	3	0.0

Some entries already given, limited to MITF primary and FBW7 activator:
Molecule,MITF primary,FBW7 activator
O=C(Nc1ccccc1C(=O)Nc1cccc2ccccc12)c1ccncc1,3,0.2
CC(=O)Oc1ccc(/C(C)=N\NC(=O)c2ccoc2C)cc1,3,0.0
COc1ccccc1Oc1nc2ccccn2c(=O)c1/C=C(\C#N)C(N)=O,12,0.4
CCOc1ccc(S(=O)(=O)Nc2cccc3c([N+](=O)[O-])cccc23)cc1,-5,0.0

(further entries)
Under each structure: GPR151 activ	TEAD-YAP inh	MITF primary	FBW7 activator
COc1ccc(Cl)cc1NC(=O)CCc1ccc(S(=O)(=O)NCC(C)C)cc1
    -0.4	-3	6	-0.1
CC1CCCCC1NC(=O)CCS(=O)(=O)c1ccc(Cl)cc1 (centres undefined)
    -2.0	-4	1	0.1
O=C(Nc1cc(Cl)ccc1O)c1cc(C2CC2)on1
    0.0	-80	9	0.1
Cc1cc(-c2cnc(C)nc2C2CCN(Cc3cccnc3)CC2)on1
    1.0	0	-10	0.3
CCOC(=O)C1C(=O)C=C(c2ccco2)CC1c1cccs1 (centres undefined)
    -0.7	2	1	-0.1
C/C(=N\NC(=O)c1ccc([N+](=O)[O-])cc1)c1cc2ccccc2oc1=O
    -1.9	-3	23	0.1
COc1cccc(C2NC(Cc3c[nH]c4ccccc34)(C(=O)O)C3C(=O)N(c4cccc(C)c4)C(=O)C23)c1O (centres undefined)
    0.8	-9	17	0.5
O=C(NC1CC1)c1ccc(-c2nc3ncnc(NCc4cccnc4)c3[nH]2)cc1
    0.0	-4	6	0.1
Cc1cc(C=C2C(=O)N(C)C(=S)N(C)C2=O)c(C)n1-c1ccc(N(C)C)cc1
    -0.7	-1	-3	-0.2
Cc1c(-c2ccccc2)oc2c(C(=O)N3CCC(=O)CC3)cccc2c1=O
    -0.3	2	8	0.0
Cc1ccc(Cl)cc1N(CC(=O)N1CCN(c2ccccc2)CC1)S(C)(=O)=O
    -1.2	4	6	0.7
O=C(CSc1nnc2ccc(-c3ccc4c(c3)OCO4)nn12)N1CCCC1
    2.3	-8	-5	0.1
CCOC(=O)c1[nH]c(C)c(C(=O)NCc2cccs2)c1C
    0.5	5	16	-0.1
O=C(NCCNc1cc(Cl)ccc1[N+](=O)[O-])c1ccco1
    0.3	-25	-13	0.0
Cc1cc(C)nc(N/N=C/c2ccc(Br)cc2)n1
    -1.2	-18	22	0.6
COc1ccc(CN2CCOc3ccc(C(C)(O)CN(C)C)cc3C2)c(OC)c1OC (centres undefined)
    0.0	3	14	-0.1
COc1ccc(/C=C2/C(=O)NN(c3ccc(I)cc3)C2=O)cc1
    0.3	3	10	0.1
CCOC(=O)/C(C#N)=C/c1cc(C)n(-c2ccc(C)cc2)c1C
    1.0	28	-15	-0.1
COc1ccc(C(=O)N[C@H]2C[C@H]3C(=O)N4CCC[C@H]4C(=O)N3C2)cc1
    0.8	8	1	0.0
COc1ccccc1C(=O)NNC(=O)COc1ccc(C)cc1C
    0.0	9	7	0.1
COc1ccc(Cn2ccnc2SCC(=O)Nc2ccc(C(C)=O)cc2)cc1
    0.1	6	2	0.0
CN1C(=O)[C@H]2CN(CC3CC3)CCN2C(=O)[C@@H]1CO
    -0.9	-4	13	1.7
O=C(Cc1cn(-c2ccc(NCc3cccnc3)nn2)c2ccccc12)NCCOc1ccccc1
    1.2	-12	15	0.0
COc1ccc(NC(=O)c2cnn3c2NC(c2ccco2)CC3C(F)(F)F)cc1Cl (centres undefined)
    -1.6	-15	9	0.1
O=C(Cc1cn(-c2ccc(Cl)nn2)c2ccccc12)Nc1ccc(N2CCOCC2)cc1
    2.4	3	9	0.0
CCCONS(=O)(=O)c1ccccc1[N+](=O)[O-]
    1.5	9	-1	-0.1
COC(=O)C1=C(C)NC2=C(C(=O)CCC2)C1c1ccc(F)cc1 (centres undefined)
    0.0	14	6	0.1
CCOc1ccc(Nc2ccc3ccccc3n2)cc1
    -4.4	41*	-12	-0.1
COc1ccc(S(=O)(=O)NC(C)C(=O)Nc2cccc(Cl)c2C)cc1 (centres undefined)
    1.0	10	5	-0.3
CCOC(CCn1c(SC(CC)C(=O)NCc2cccnc2)nc2ccccc2c1=O)OCC (centres undefined)
    7.0*	3	-7	0.2

Source: PubChem
